# HSF1 activator = HSF-1 activators, primary screen, NIH3T3-HGL cells, MG132 stress, luminescence, single point | NIH3T3-HGL HSF-1 luciferase reporter, 8 h; 100% = twice DMSO control signal | activation, % at 9 µM | 300,000 compounds, 1.7% hits | AID 504408, 2011;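 active = mean replicate activation of at least 50% with a set share of replicates each reaching 50%; inconclusive = only one of those two conditions met; inactive = mean below 50% and too few replicates reaching it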;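 also: 0% = median of the neutral control wells and 100% = twice that signal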
# Dyrk1A ADPGlo = rat Dyrk1A kinase inhibitors, primary screen, biochemical, single point, plate reader | Dual specificity tyrosine-phosphorylation-regulated kinase 1A (Rattus norvegicus), Q63470 | ADP-Glo luminescence, NFATc1 peptide | inhibition, % at 12.5 µM | 310,000 compounds, 0.43% hits; in the data active = inhibition above about 50%;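 also: plate controls were vehicle with enzyme for no effect and no enzyme for full effect; many of its hits are not listed in these tables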
# HDAC3 inhib = HDAC3 deacetylase inhibitors, primary screen, biochemical, fluorescence, cell-free homogeneous; AID 2718, 2010; inhibition, % at 8.3 µM; recombinant HDAC3, fluorogenic peptide/trypsin coupled; Histone deacetylase 3 (Homo sapiens), O15379; 320,000 compounds, 0.15% hits; in the data active = inhibition above about 26%, passing the limit was not always enough; inconclusive = no clear call, values can overlap the other calls
# Target sequence (O15379 whole entry, looked up): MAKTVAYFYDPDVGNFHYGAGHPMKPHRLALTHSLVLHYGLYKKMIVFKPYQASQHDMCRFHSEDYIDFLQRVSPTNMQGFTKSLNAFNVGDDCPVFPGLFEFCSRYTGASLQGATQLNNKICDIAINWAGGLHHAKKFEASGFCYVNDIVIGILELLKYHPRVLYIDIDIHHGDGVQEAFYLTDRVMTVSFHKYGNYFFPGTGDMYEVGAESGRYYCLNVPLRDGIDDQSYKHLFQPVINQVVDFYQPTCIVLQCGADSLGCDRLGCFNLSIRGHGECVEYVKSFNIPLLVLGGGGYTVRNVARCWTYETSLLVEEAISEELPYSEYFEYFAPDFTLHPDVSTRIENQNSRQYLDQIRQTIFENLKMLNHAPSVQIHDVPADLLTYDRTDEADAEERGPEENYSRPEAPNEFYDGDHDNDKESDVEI
# HSF1 inhib = HSF1 inhibitors in luciferase reporter cells, primary screen, cell-based, NIH3T3, luminescence. 300,000 compounds, 0.77% hits. activity change, negative = inhibition, % at 7.5 µM (by protocol). NIH3T3-HGL HSE-luciferase, MG132-induced, luminescence 8 h; active compounds read low. AID 2098, 2009;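 active = more than half of replicate wells show activity change below -50%, luminescence cut by over half; inconclusive = some wells, but at most half, below -50%; inactive = no replicate well below -50%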;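 also: luciferase reports HSF-1 transcriptional activity via heat shock element; 0% = median of DMSO wells and -100% = zero luminescence signal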
# HSP90 refold inh = HSP90 inhibitors, primary screen, cell lysate, luminescence | Rabbit reticulocyte lysate, luciferase refolding luminescence, 3 h | inhibition, % at 5.6 µM | 290,000 compounds, 0.91% hits;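 active = inhibition above the screen-wide mean plus 3 SD, computed separately per campaign, cut at about 16% in these data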;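 also: 0% = DMSO wells and 100% = 60 µM geldanamycin wells; inhibitors lower the luminescence because luciferase stays unfolded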
# PolyA inhibitor = polyadenylation inhibitors in yeast reporter cells, primary screen, luminescence, S. cerevisiae; S. cerevisiae SKY197-pL101 polyadenylation reporter, beta-gal luminescence; efflux-impaired pdr1/pdr3 knockout yeast; score 100 = 6 SD above DMSO; AID 1875, 2009; calls only at 12 µM; 300,000 compounds, 0.02% hits;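 active = lowest replicate activity score at least 50, where 100 means six control SD above control mean; inconclusive = lowest score under 50 but half or more replicates reach 50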;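 also: yeast exposed to compound for 9 h at 30 °C; higher score means more reporter readthrough which indicates perturbed polyadenylation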
# AI-2 QS mod = Vibrio harveyi AI-2 quorum sensing modulators, primary screen, JMH597 strain, luminescence/OD600 ratio; Vibrio harveyi JMH597 AI-2 luminescence/OD600 ratio, 9 h; active compounds read low; strain lacks LuxN and CqsS sensors; 0 = neutral-control median; activity change, % at 7.5 µM; 300,000 compounds, 0.4% hits; AID 2094, 2009; in the data active = activity change below about -75%, passing the limit was not always enough; inconclusive = no clear call, values can overlap the other calls;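 also: luminescence divided by OD600 gain over 9 h not by final OD600 alone; inactives centre near 13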
# Platelet DG rel = inhibitors of platelet dense granule secretion, primary screen, cell-based, MLPCN, human platelets | human platelet-rich plasma, SFLLRN dense granule ATP release, luminescence | inhibition, %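 (compounds screened at 7.5 µM in platelet-rich plasma)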 | 300,000 compounds, 0.22% hits | AID 1663, 2009;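 active = mean replicate score, as percent of positive control, at or above 50; inconclusive = mean below 50 but at least one replicate at or above 50; inactive = mean and every replicate below 50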
# GSK3A inh = blockers of GSK3A enzyme activity – biochemical, luminescence, cell-free homogeneous, HTS, primary screen; Glycogen synthase kinase-3 alpha (Homo sapiens), P49840; GSK-3 alpha kinase, ADP-Glo luminescence, 60 min; inhibition, % at 10 µM; 320,000 compounds, 0.1% hits; AID 2650, 2010;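 in the data active = inhibition above about 50%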;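 also: GST-tagged GSK-3 alpha with peptide substrate and 25 µM ATP; 0% = DMSO neutral wells and 100% = GW8510 positive control wells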
# Target sequence (P49840 whole entry, looked up): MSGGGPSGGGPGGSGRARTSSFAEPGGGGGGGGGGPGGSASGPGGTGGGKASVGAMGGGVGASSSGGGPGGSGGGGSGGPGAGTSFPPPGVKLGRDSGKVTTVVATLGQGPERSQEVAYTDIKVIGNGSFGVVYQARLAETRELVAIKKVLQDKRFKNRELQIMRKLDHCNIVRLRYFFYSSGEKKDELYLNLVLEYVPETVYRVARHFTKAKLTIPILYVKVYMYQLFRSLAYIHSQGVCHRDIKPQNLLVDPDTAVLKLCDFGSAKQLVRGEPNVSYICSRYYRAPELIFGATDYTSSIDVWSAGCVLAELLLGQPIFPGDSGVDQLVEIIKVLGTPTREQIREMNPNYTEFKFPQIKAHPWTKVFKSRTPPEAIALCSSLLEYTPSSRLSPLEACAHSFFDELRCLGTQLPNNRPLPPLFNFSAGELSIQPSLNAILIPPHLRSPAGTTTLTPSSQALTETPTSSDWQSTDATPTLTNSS
# GSK3beta inhib = human GSK3beta kinase inhibitors, primary screen, biochemical, cell-free homogeneous, HTS. AID 2097, 2009. 300,000 compounds, 0.038% hits. GST-GSK3beta kinase, ADP-Glo luminescence, 60 min; active compounds read low. Glycogen synthase kinase-3 beta (Homo sapiens), P49841. activity score (negative = inhibition), % at 10 µM;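 active = more than half of replicate wells score below -50%, meaning over 50% inhibition versus plate controls; inconclusive = some replicates but at most half score below -50%; inactive = no replicate scores below -50%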;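 also: 0% = median DMSO wells and -100% = median GW8510 positive control wells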
#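 Test system – GST-tagged human GSK3beta kinase, cell-free · Incubation – 60 min enzyme reaction, room temperature · Signal – ADP-Glo luminescence · Also added – peptide substrate and ATP at 25 µM · Controls – DMSO neutral wells and GW8510 at 20 µM as positive · Buffer or medium – Tris/MgCl2 kinase buffer · Measure – Luminescence-derived activity versus plate DMSO and GW8510 wells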
# The depositor's hits bear a star; i = inactive; ? = inconclusive; . = no result given. Some of the compounds tested; count on the stated rates, not on these rows.
SMILES,HSF1 activator,Dyrk1A ADPGlo,HDAC3 inhib,HSF1 inhib,HSP90 refold inh,PolyA inhibitor,AI-2 QS mod,Platelet DG rel,GSK3A inh,GSK3beta inhib
CCN(CC)S(=O)(=O)c1ccc(Nc2nc3ccccc3n3nnnc23)cc1,10,5,0,13,4,i,13,-27,-4,6
O=C(CSc1nc2ccccc2[nH]1)N1CCN(c2ccccc2)CC1,25,1,4,1,5,i,12,8,2,-2
COc1ccc(CN2CCC(C(=O)c3cccc(Cl)c3)CC2)cc1,-1,8,-1,-6,-2,i,13,-12,-1,1
O=C(Nc1ccc(OC(=O)c2ccco2)cc1)c1ccco1,-43,1,3,-32,0,i,21,-4,-2,-3
COc1ccc(-c2cn3cc(C(=O)NN)ccc3n2)cc1,12,-6,-42,20,43*,i,10,-17,0,3
CSc1ccc(C(=O)C2CCCN(Cc3ccc(N4CCNC4=O)cc3)C2)cc1 (stereo not given),11,2,8,13,-2,i,7,-7,0,1
Cc1ccc(SCC(=O)Nc2ccc(S(=O)(=O)Nc3nccs3)cc2)cc1,29,-3,-1,19,2,i,-35,-20,-5,0
O=C(CCNC(=O)c1ccccc1)OCN1C(=O)c2ccccc2C1=O,-4,-1,-15,-10,1,i,18,-8,-1,1
COc1ccc2oc(=N)c(C(=O)NCc3ccccc3)cc2c1,-11,5,-9,-3,-2,i,4,7,-2,-22
Cc1ccc(S(=O)(=O)NC2OC(=O)C(Cl)=C2Cl)cc1 (stereo not given),-3,6,3,-3,5,i,26,-6,2,2
CC1(C)C=C(c2ccc(O)cc2)CC(C)(C)N1,2,-3,-3,-3,-1,i,20,6,2,0
CSCCC(NC(=O)CCC(=O)OCC(=O)[C@@]1(O)CCC2[C@@H]3CCC4=CC(=O)C=C[C@]4(C)C3[C@@H](O)C[C@@]21C)C(=O)O (stereo not given in full),-59,3,-2,-52*,-4,i,14,-2,-1,2
O=C(Nc1cccc(-c2nc3ccccc3o2)c1)c1ccc(N2C(=O)C3C4C=CC(C4)C3C2=O)cc1 (stereo not given),6,5,-1,-1,-7,i,-4,1,3,-7
CCc1ccnc(NS(=O)(=O)c2ccc3c(c2)CCO3)c1,-10,.,-3,-3,3,i,22,4,5,1
COc1ccc(CNc2ccc(S(=O)(=O)N3CCN(C)CC3)cn2)cc1OC,9,-13,0,1,.,i,8,.,-1,4
O=C(CCCN1C(=O)CCC1=O)Nc1cccc(C(F)(F)F)c1,7,-3,0,1,2,i,26,-2,-2,1
COc1cc(Br)c(-c2sc(Nc3ccccc3)n[n+]2-c2ccc(F)cc2)cc1OC,7,-2,11,2,0,i,52,-4,0,-5
c1ccc(Nc2nc(-c3ccccc3)nc3ccccc23)cc1,35,7,12,5,2,i,21,-13,0,2
O=C(Nc1ccc(Br)cc1)Nc1ccccc1F,?,-2,0,27,-2,i,8,9,.,-3
Fc1ccc(CSc2nnc(-c3cnccn3)n2Cc2ccco2)cc1,30,2,3,19,-2,i,21,7,-3,2
O=C1NN(c2ccccc2)C(=O)/C1=C/c1ccc(-c2ccc(Cl)c(C(=O)O)c2)o1,-53,1,.,-43,-2,i,37,-5,.,5
O=C(C1CC1)N1CCN=C1SCc1ccc(Cl)cc1,0,-5,4,6,1,i,10,-3,-5,-1
O=C(CSc1ccc(-c2ccccn2)nn1)NCc1ccc(Cl)cc1,21,5,-2,11,5,i,41,-2,-1,0
CC(C)c1ccc(/C=C/C(=O)NC(=S)NN2CCOCC2)cc1,.,-1,10,.,1,.,40,.,.,-4
OCC1CCCN(Cc2cn(Cc3ccccc3)nc2-c2cc3ccccc3o2)C1 (stereo not given),24,5,0,10,-1,i,8,-5,0,2
S=C(Cc1ccc(-c2ccccc2)cc1)N1CCOCC1,1,.,-6,4,.,i,20,-2,-4,0
O=C(CSc1nncs1)NC(=O)NC1CCCC1,-14,8,2,-1,-1,i,-20,-1,1,0
COC(=O)c1cc2ccsc2n1CC(=O)Nc1ccc(N(C)C)cc1,18,-6,0,2,-1,i,18,1,2,0
FC(F)(F)c1cccc(NC(=S)NC(c2ccccc2)c2ccccc2)c1,0,13,3,4,-3,i,6,15,-3,3
O=C(/C=C/c1ccccc1[N+](=O)[O-])N1CCN(c2ccc(F)cc2)CC1,10,0,-1,-2,6,i,21,1,-1,2
c1coc(-c2ncc[nH]2)c1,-4,-8,4,-3,0,i,25,-5,1,-2
O=C(NC(Cc1ccccc1)C(=O)N1CCCCCC1)c1ccccc1 (stereo not given),1,-3,-16,-11,0,i,11,-6,.,1
CCCCNCc1nc2ccccc2c(=O)[nH]1,7,0,1,17,-6,i,9,-4,1,-4
CCOC(=O)C(C)(C)Sc1nc2c(cnn2-c2ccc(C)cc2)c(=O)[nH]1,7,0,9,3,2,i,8,2,0,2
CNC(=O)c1ccc(Nc2nnc(-c3ccc(O)cc3)c3ccccc23)cc1,4,6,6,0,1,i,19,11,-3,-5
CN(c1cccc(NC(=O)c2ccc(Cl)c(S(=O)(=O)Nc3ccccc3)c2)c1)S(C)(=O)=O,-10,3,-8,-10,3,i,11,-7,0,3
CS(=O)(=O)c1ccc(C(=O)NCc2ccccc2F)cc1,-6,-7,-7,-6,-1,i,21,4,-2,0
Cc1cc(C(=O)Nc2nnc(C3CCCCC3)s2)no1,4,-1,-8,3,-1,i,38,6,2,-1
Cc1ccc(S(=O)(=O)Nc2ccc(-c3nnc(SCc4ccccc4Cl)o3)cc2)cc1,19,2,0,-3,-6,i,14,-3,-2,1
CCC1CN(C)C2Cc3c([nH]c4ccccc34)C(=O)CC1C2C(=O)OC (stereo not given),-4,4,1,0,3,i,6,-2,4,0
Cc1ccc(OC(=O)c2ccc(Cl)c([N+](=O)[O-])c2)cn1,0,8,0,3,2,i,18,1,-3,5
Cc1cccc(NC(=O)c2ccc(Cn3cc(C(F)(F)F)ccc3=O)cc2)c1,18,3,-6,-2,-3,i,12,3,-1,-3
COc1ccc(NS(=O)(=O)c2ccc(N3CCOCC3)c(NC(=O)c3cccc(F)c3)c2)cc1,12,-6,0,6,0,i,10,-7,-5,1
CCc1ccc(C(=O)CSc2n[nH]c(C)n2)cc1,5,3,4,0,1,i,26,-1,-2,1
CCOC(=O)c1nn(-c2cccc(Cl)c2)c2nc(Nc3ccccc3)cc(=O)n12,13,-11,-15,5,4,i,10,-15,0,0
Cc1ccc(S(=O)(=O)n2nc(-n3c(C)ccc3C)c3c(F)cccc32)c2ccccc12,-15,.,0,-11,1,i,8,1,3,1
COc1ccc(C(=O)C(CN2CCOCC2)c2ccccc2)cc1 (stereo not given),-4,-7,7,3,2,i,18,-2,0,1
Cc1ccccc1-c1nnc(-c2ccccc2C)o1,21,-1,0,18,2,i,23,1,1,-1
COc1ccccc1-c1coc2c(CN3CCCC(C)C3)c(O)ccc2c1=O (stereo not given),9,-5,-58,2,1,i,11,0,-2,-7
CCOc1ccc(CCNC(=O)c2cc(=O)[nH]c3ccc(S(=O)(=O)N(CC)CC)cc23)cc1OCC,-9,4,3,-10,0,i,28,-12,2,1
O=C(NC1CCCC1)c1ccc2c(c1)N(Cc1ccc(F)cc1)CCS2,44,-3,-4,26,0,i,-8,-3,2,1
c1ccc2c(C[C@@H]3CNCCN3CC3CCCCC3)cccc2c1,-11,-4,8,-1,.,i,19,2,1,-3
COc1ccc(CC(=O)Nc2cccc3ncccc23)cc1OC,-14,.,1,-15,-1,i,2,-4,-2,-3
O=C(COc1ncnc2scc(-c3ccccc3)c12)NC1CCCc2ccccc21 (stereo not given),.,-1,7,.,0,i,17,7,2,0
COc1ccc(NC(=O)COC(C)=O)cc1OC,-8,-2,-2,-6,-1,i,3,11,-1,0
COc1ccc(CCC(=O)NNC(=O)Nc2ccc(C(C)C)cc2)cc1,40,3,0,9,-1,i,22,-16,-1,0
O=C1CCCC2=C1C(c1ccc3c(c1)OCO3)c1c([nH]n(-c3ccccc3)c1=O)N2 (stereo not given),5,4,6,-4,2,i,13,2,-1,1
COc1ccc(NC(=O)C2Cc3ccccc3CN2C(=O)c2ccco2)cc1 (stereo not given),22,19,9,12,-3,i,8,15,-2,2
O=C(COC(=O)CC(NC(=O)c1ccccc1Cl)c1ccccc1)Nc1cccc(F)c1 (stereo not given),17,-2,2,-5,4,i,11,1,1,2
CC1CCN(S(=O)(=O)c2ccccc2[N+](=O)[O-])CC1,5,0,-1,-9,0,i,9,-7,-1,-4
# Carrying on.
SMILES,HSF1 activator,Dyrk1A ADPGlo,HDAC3 inhib,HSF1 inhib,HSP90 refold inh,PolyA inhibitor,AI-2 QS mod,Platelet DG rel,GSK3A inh,GSK3beta inhib
C=CCOC(=O)C1CC=CCC1C(=O)Oc1ccc(F)cc1F (stereo not given),7,14,13,20,2,i,27,-7,1,-4
COc1cccc(N2CCN(C(=S)Nc3ccccc3)CC2)c1,7,-3,2,-3,1,i,24,0,-1,-15
O=C1/C(=C\c2ccc3ccccc3c2)CCCc2ccccc21,13,-3,2,12,-2,i,33,1,-2,1
O=C(Cn1cnc2c(cnn2-c2ccc(Cl)cc2)c1=O)N1CCN(c2ccccc2)CC1,1,.,-3,-5,-9,i,16,6,-1,-1
O=C(O)c1ccc(OCCCCCCOC2CCCCO2)cc1 (stereo not given),-1,0,-1,-5,-2,i,51,5,-1,2
CCOC(=O)CNC(=O)N1CCc2ccc(NC(=O)c3ccccc3OC)cc2C1,-4,2,-1,-1,-3,i,9,1,-3,5
CN1CCN(/C=N/c2sc3c(c2C#N)CCCCC3)CC1,18,19,7,14,-1,i,21,?,1,3

# From PubChem BioAssay
